High-throughput results from PubChem BioAssay.
PV pol inh = poliovirus RNA polymerase inhibition | poliovirus polymerase elongation, fluorescence polarization; stronger effect = lower value | % elongation, % (compound at 16.7 µg/mL) | hit rate 0.66% among 150,000; in the data active = % elongation below about 90%; note: some results filed as inactive read as strong as hits
Target sequence (P03300 1749-2209 limits assumed): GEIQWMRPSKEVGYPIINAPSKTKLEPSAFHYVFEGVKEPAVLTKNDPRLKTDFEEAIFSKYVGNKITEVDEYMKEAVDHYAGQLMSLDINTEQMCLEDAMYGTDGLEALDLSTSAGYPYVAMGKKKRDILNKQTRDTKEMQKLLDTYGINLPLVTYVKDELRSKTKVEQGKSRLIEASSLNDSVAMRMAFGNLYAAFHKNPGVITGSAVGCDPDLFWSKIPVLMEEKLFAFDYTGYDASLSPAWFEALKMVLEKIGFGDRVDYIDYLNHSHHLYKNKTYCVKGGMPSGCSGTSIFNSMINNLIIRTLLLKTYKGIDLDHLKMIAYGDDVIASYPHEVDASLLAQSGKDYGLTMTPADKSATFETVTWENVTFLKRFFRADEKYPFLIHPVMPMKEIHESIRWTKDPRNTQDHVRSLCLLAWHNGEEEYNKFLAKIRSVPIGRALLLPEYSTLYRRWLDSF
PV pol inh FP z-score = second read-out of PV pol inh, no call of its own (marks repeat the call); z-score; measured here: FP z-score; hits read low
Numbers without * were called inactive. Not all compounds are listed; count on the stated rates, not on these rows.

Compound	PV pol inh	PV pol inh FP z-score
CCN(CC(=O)NC1CCS(=O)(=O)C1)C(=O)/C=C/c1cccs1 (configuration not stated)	103	0
CCOC(=O)N1CCC(NC(=O)c2cnn(-c3ccc(C)cc3C)c2C2CCN(C(=O)OC(C)(C)C)CC2)CC1	110	0.8
N=C1CC(=O)N=C2SC(C3CC3)=NN12	107	0.2
O=C1CCCN1c1ccc(S(=O)(=O)Nc2ccc3oc4c(c3c2)CCCC4)cc1	101	0
CN(CC(=O)NCc1cccs1)c1ccccc1	108	0.6
CN(C)/C=C/C(=O)c1cccs1	101	-0.2
CC1CCc2c(sc3nc(CSc4nnc(-c5ccccc5)o4)[nH]c(=O)c23)C1 (configuration not stated)	111	1.6
Clc1ccc(CNc2ncnc3[nH]ncc23)c(Cl)c1	105	0.3
Cc1csc(SCc2cc(=O)c(OC(=O)c3ccc(S(=O)(=O)N4CCOCC4)cc3)co2)n1	104	0.7
C=CCN1C(=O)C(C)(C)S/C1=N\S(=O)(=O)c1ccc(C)cc1	101	0
CC(C)Oc1ccc(CNC(=O)C(C)n2ccc3cc(S(=O)(=O)N4CCCCCC4)ccc32)cc1 (configuration not stated)	104	-0.8
Cc1cc(N=Cc2c(O)n(-c3cccc(Cl)c3)c(=O)c3ccccc23)no1	111	0.8
CC1CCN(C(=O)CSc2nnnn2C2CC2)c2ccccc2S1 (configuration not stated)	102	0
N#Cc1c(N)nc(SCC(=O)c2cc3ccccc3oc2=O)c(C#N)c1-c1ccc(O)cc1	99	-0.6
O=C(O)c1ccn(Cn2cnc3ccccc32)n1	106	0.7
Cc1ccc(-c2nc3ccccc3[nH]2)cc1NC(=O)C(C)C	100	-0.1
CCN(CC)c1cc2c(cc1F)c(=O)c(S(=O)(=O)c1cccc(C)c1)cn2C	110	0.7
COc1ccc(C(=O)NCC2OCCc3ccccc32)cc1 (configuration not stated)	104	0.6
CCOc1ccc(-n2nc(CO)c(C(=O)NCc3ccc(Cl)cc3)n2)cc1	105	-0.3
Cc1ccccc1Cc1c(C)nc2c(C(=O)N3CCOCC3)cnn2c1C	104	1
COc1ccc(Cl)cc1NC(=O)N1CCC2(CC1)Oc1ccccc1C(=O)N2Cc1ccc(F)cc1	101	-1.4
OCc1ccccc1NC(=S)Nc1cccnc1	106	0.4
Cc1c(C)c(C)c(CNC(=S)NN)c(C)c1C	109	1
Cc1cc(C)cc(NC(=O)CSc2ccc3nnc(-c4cccs4)n3n2)c1	102	0.4
C/C(=N\NC(=O)c1ccc(CN2CCOCC2)cc1)c1cccs1	103	1.1
CC(=O)N1CCc2c(sc(NC(=O)CSc3ccccc3)c2-c2nc3ccccc3s2)C1	99	-1.6
O=C(CN1CCN(C(=O)C2COc3ccccc3O2)CC1)Nc1ccccc1 (configuration not stated)	103	0.5
COc1ccc(C(=O)N(Cc2ccc3c(c2)OCO3)C2CCCC2)c(OC)c1	100	0
Cc1cccc(N(C)S(=O)(=O)c2c(C)nc3sccn3c2=O)c1	100	-0.7
CC(=O)N(Cc1ccccc1)Cc1cn(-c2ccccc2)nc1-c1cc2ccccc2o1	102	0.5
Cc1cccc(NC(=O)CSC2=C(C#N)C(c3ccco3)C3=C(CCCC3=O)N2)c1 (configuration not stated)	104	0.4
COc1ccc(-n2nc(C(=O)O)c(=O)n(C)c2=O)cc1	105	0.1
COCCNC(=O)Cn1c(C(=O)OC)ccc1-c1ccco1	103	0.5
Clc1nccc2ccc(Br)cc12	104	1
O=C(CCn1c(=O)oc2cc(Cl)ccc21)n1c(=O)oc2cc(Cl)ccc21	97	-0.6
NS(=O)(=O)c1cccc(S(N)(=O)=O)c1	102	0.2
COc1ccc(/C=C/C(=O)OC2CCCCC2=O)cc1 (configuration not stated)	101	0
O=C(NCc1ccc2c(c1)OCO2)NCc1ccc2c(c1)OCO2	100	-0.8
O=C(C1CC1)N1CCc2cc(Br)cc(S(=O)(=O)N3CCN(c4cccc(Cl)c4)CC3)c21	109	1.5
S=C1NCN(C2CCCCC2)CN1	104	0.5
COc1cccc(-c2nn(C)c3sc(C(=O)N4CCN(c5ccccc5)CC4)cc23)c1	104	0.9
NC(=O)CSc1nc2cc3c(cc2c(=O)n1CCCCCC(=O)NCc1ccc2c(c1)OCO2)OCO3	106	0.1
Cc1cc(NC(=O)CCn2ccc(C)n2)c2ccccc2n1	99	-0.5
Cc1ccnc(NS(=O)(=O)c2ccc(N=Cc3c(O)n(C)c(=O)n(C)c3=O)cc2)n1	105	1
COC(=O)C1=C2C(=O)NCCN2C2=C(C(=O)CCC2)C1c1ccc(OC)c(OC)c1 (configuration not stated)	102	-0.1
CCCCN(C(=O)c1ccccc1)c1ccccc1	101	-0.5
N#CC1=C(N)NC(SCC(=O)Nc2ccc(Br)cc2)=C(C#N)C12CCCCC2	102	0.1
O=C(CCCn1sc2ccccc2c1=O)NCCc1ccccc1	105	0.8
CC1=C(C(=O)N2CCCCC2)C(c2ccc(O)cc2)C2=C(CC(C)(C)CC2=O)N1 (configuration not stated)	101	-0.3
Cc1cc(NC(c2nnc(-c3ccccc3)o2)c2ccccc2F)ccc1Br (configuration not stated)	109	1.2

Full records, quoted from the list. Values in the order: PV pol inh | PV pol inh FP z-score
COc1cccc(-c2nn(C)c3sc(C(=O)N4CCN(c5ccccc5)CC4)cc23)c1 as listed: 104 | 0.9
COC(=O)C1=C2C(=O)NCCN2C2=C(C(=O)CCC2)C1c1ccc(OC)c(OC)c1 (configuration not stated) as listed: 102 | -0.1
CCCCN(C(=O)c1ccccc1)c1ccccc1 as listed: 101 | -0.5

Other records follow:
Compound	PV pol inh	PV pol inh FP z-score
CC(NC(=O)C1CCCN(C(=O)c2cc3sccc3n2C)C1)C12CC3CC(CC(C3)C1)C2 (configuration not stated)	101	-0.2
Cc1cccc(CCNC(=O)c2cc3c(C)nc4ccccc4c3o2)c1	101	0.3
Cc1ccc(CCNS(=O)(=O)c2ccc3c(c2)CCN3C(=O)CCC(=O)O)cc1	113	1.6
COc1ccc(CNc2ccc3cn[nH]c3c2)c(OC)c1C	96	-2.1
O=C(NC1(O)C(=O)c2ccccc2C1=O)c1cnn(-c2ccccc2)c1C(F)(F)F	48*	-12*
COC(=O)c1sc(-c2ccc(F)cc2)cc1NC(=O)C(F)(F)F	103	-0.1
COc1ccc(N(C)C(=O)c2nc(-c3cccc(F)c3)n3c2CCCCC3)c(OC)c1	121	0.6
O=C(NCCc1csc2nc(-c3ccccc3)nn12)c1cccs1	105	0.7
CC(C(=O)Oc1ccc2c(c1)OCO2)N1C(=O)c2ccccc2C1=O (configuration not stated)	107	0.6
CSc1nc(C)c(CCC(=O)O)c(C)n1	104	0.2

A different layout for some results above:
> CC(C(=O)Oc1ccc2c(c1)OCO2)N1C(=O)c2ccccc2C1=O (configuration not stated)
  PV pol inh: 107
  PV pol inh FP z-score: 0.6

> COc1ccc(N(C)C(=O)c2nc(-c3cccc(F)c3)n3c2CCCCC3)c(OC)c1
  PV pol inh: 121
  PV pol inh FP z-score: 0.6

> CC(NC(=O)C1CCCN(C(=O)c2cc3sccc3n2C)C1)C12CC3CC(CC(C3)C1)C2 (configuration not stated)
  PV pol inh: 101
  PV pol inh FP z-score: -0.2

> Cc1cccc(CCNC(=O)c2cc3c(C)nc4ccccc4c3o2)c1
  PV pol inh: 101
  PV pol inh FP z-score: 0.3

Following part
Compound	PV pol inh	PV pol inh FP z-score
NC(=O)c1c(NC(=O)COC(=O)c2ccc(Br)o2)sc2c1CCC2	107	0.6
O=c1cc2nc(-c3cccs3)nc(SCCOc3ccc(Cl)cc3)n2[nH]1	108	0.2
Cn1c(C(=O)NCCN2CCN(c3ccccc3F)CC2)cc2c(=O)n(C)c3ccccc3c21	101	0.2
FC(F)(F)c1cc(-c2noc(-c3ccc4c(c3)CCO4)n2)cc(C(F)(F)F)c1	99	-0.7
Cc1ccc(-c2csc(Nc3ccccc3)[n+]2NC(=O)c2ccncc2)cc1	106	1
CCNC(=O)CC1C(=O)N(c2ccc(F)cc2)C(=O)N1Cc1ccc(C)cc1 (configuration not stated)	104	-0.1
Cn1cc(C(=O)N2CCCc3ccccc32)c(-c2ccc3c(c2)OCCCO3)n1	105	0.3
S=C(NCC1CCCO1)N1CCN(C2CCCCC2)CC1 (configuration not stated)	103	1.6
Cc1cccc(N2C(=O)CS/C2=N\NC(=O)c2cccnc2)c1C	103	0.3
COc1cccc(/C=C/C(=O)N2CCN(c3n[nH]c(=O)[nH]c3=O)CC2)c1OC	106	0.4
CCOc1ccc(S(=O)(=O)NCC(C)(C)N2CCOCC2)cc1	107	0.5
COc1ccc(-c2nnn(CC(=O)N(CC3CCCO3)C(C(=O)NC3CCCCC3)c3cccs3)n2)cc1 (configuration not stated)	101	-0.1
COc1ccc(C2C(C(N)=O)C(=O)NC(O)(c3ccccc3)C2C#N)cc1 (configuration not stated)	99	-0.9
Cc1ccc(C(=O)N[C@H](C(=O)NC2CCCCC2)C(C)C)cc1	102	0.1
CCOC(=O)N1CCN(C(=O)COC(=O)C(C)N=C2NS(=O)(=O)c3ccccc32)CC1 (configuration not stated)	106	0.6
COc1ccc(OCc2nnc(SC(C)c3nc4ccccc4c(=O)[nH]3)n2C)cc1 (configuration not stated)	102	0
COC(=O)CCS(=O)(=O)c1ccc(Br)cc1	101	-0.4
CCC(C)c1ccc(NC(=O)c2cc3ccccc3o2)cc1 (configuration not stated)	101	-0.2
Nc1c(C(=O)NCC2CCCO2)c2nc3ccccc3nc2n1Cc1ccco1 (configuration not stated)	99	-0.3
CCc1ccc(CN(Cc2ccco2)C(=O)c2cc(-c3ccc(C)c(F)c3)on2)cc1	107	0.1
C/C(=N\n1nnnc1Nc1ccccc1)c1ccccc1Cl	108	0.5
N#CCCCn1c(O)c(N=NC(=O)C2COc3ccccc3O2)c2ccccc21 (configuration not stated)	99	-0.9
CCN1CCN(CCC(=O)Nc2sc(-c3ccccc3)cc2C(=O)OC)CC1	98	-0.9
COc1ccc(-n2cc(C(=O)NCc3ccccc3Cl)c3ccccc3c2=O)cc1	111	1.1
CC1CN(C(=O)N2CCC(C(=O)NCc3ccco3)CC2)c2cc(Cl)ccc2O1 (configuration not stated)	114	1.2
Cc1c(C#N)c(NC(=O)CN2CCCC2c2cccs2)n(Cc2ccco2)c1C (configuration not stated)	100	-0.3
CCOC(=O)c1cc(CO)c(C)nc1C	102	0
OC(Cn1ccc2ccccc21)Cn1c(Cc2ccccc2)nc2ccccc21 (configuration not stated)	100	0.1
CCOC(=O)c1c(C)c(C#N)c(NC(=O)c2ccccc2)n1-c1ccccc1	105	0.8
NS(=O)(=O)c1ccc(NC(=O)COC(=O)c2cc3ccccc3o2)cc1	102	0
CCc1nc2cccnc2n1-c1ccc(CC(=O)NCCN2CCOCC2)cc1	105	1.1
O=C(CSc1nnc2ccccn12)N1CCc2ccccc2C1	103	0.7
CCCNC(=O)COc1ccc2ccc(=O)oc2c1	101	-0.4
O=C(O)C1C2C=CC3(CN(c4ccc(Cl)c(F)c4)C(=O)C13)O2 (configuration not stated)	100	-0.6
Cc1ccc(CCNC(=O)C2CCC(Cn3c(=O)[nH]c4ccsc4c3=O)CC2)cc1 (configuration not stated)	101	0.1
CC1CC(C)CN(S(=O)(=O)c2cccc(C(=O)OCCN3CCCC3=O)c2)C1 (configuration not stated)	103	-0.1
c1ccc(CN2CN(C3CCCCC3)Cn3c2nc2ccccc23)cc1	98	-0.5
CCCCN(CC)C(=O)Cn1cnc2onc(-c3ccc(F)cc3)c2c1=O	102	-0.1
O=C(Nc1cccc(C(F)(F)F)c1)c1c(Cl)nc2sccn12	108	-0.3
CCN(C(=O)/C=C/c1ccccc1)c1nnc(Cn2nnc3ccccc32)s1	100	-0.7
N=c1ccccn1CC(O)c1ccccc1 (configuration not stated)	101	-0.3
CCCNC(=O)C1CC(c2cccc(OC)c2)=NO1 (configuration not stated)	103	0.5
O=C(NCc1ccc(F)cc1)C1CCCN(c2ncnc3onc(-c4ccc(F)cc4)c23)C1 (configuration not stated)	102	-0.7
CC(=O)c1ccc(S(=O)(=O)N2CCn3cccc3C2c2ccccc2F)cc1 (configuration not stated)	101	-1
CC(=O)Nc1cc(-c2ccc(Cl)cc2)[nH]n1	107	1.4
CCCC1CCC(C(=O)Nn2cnc3ccccc3c2=O)CC1 (configuration not stated)	99	-0.5
CN(C(=O)c1cc2nc(-c3ccco3)cc(C(F)(F)F)n2n1)c1ccc(OC(F)(F)F)cc1	108	0.7
COc1ccc(-c2noc(CC(=O)N(C)c3cc(C)ccc3C)n2)cc1	106	2.1
Cc1nc2ccccc2n1C(C)c1ccccc1 (configuration not stated)	103	0.3
Cc1cc(NC(=O)/C=C\c2ccccc2)nc2c1c(=O)oc1ccccc12	100	-0.8

Further entries follow.
Compound	PV pol inh	PV pol inh FP z-score
CCCCNC(=O)c1ccc(C#N)cc1	107	0.7
CCOC(=O)CC(NC(=O)Cn1nnc(-c2ccccc2F)n1)c1ccccc1Cl (configuration not stated)	98	-0.9
Cc1ccccc1NC(=O)c1cccc2c(=O)c3c([nH]c12)CCCC3	110	0.6
Cc1ccc(N2CCN(S(=O)(=O)c3ccc(Cl)c4ccccc34)CC2)c(C)c1	107	0.5
CCOC(=O)N1CCC(n2c(=S)[nH]c3ccccc3c2=O)CC1	101	0.4
COc1cccc(-c2nnc(SCC(=O)NCCOc3ccccc3)n2-c2ccccc2)c1	105	0.3
COc1ccc(C2=C(Nc3ccc(C(=O)N4CCOCC4)cc3)c3ccccc3C2=O)cc1	103	-0.2
CC(C)CC(=O)NC(=S)Nc1ccc(NC(=O)c2ccco2)cc1	100	-0.2
CC(C)CC(=O)NCc1ccc2c(c1)OCO2	104	-0.1
CCc1ccc(S(=O)(=O)Nc2ccc(-c3ccc(N4CCCC4)nn3)cc2)cc1	105	-0.1
